Compound activity as filed in PubChem.
CAL PDZ FP-1: untagged CAL PDZ binding inhibitors, primary screen, biochemical, fluorescence polarization, HTS; Golgi-associated PDZ and coiled-coil motif-containing protein (Homo sapiens), Q9HD26; purified CAL PDZ, TMR-peptide fluorescence polarization, 1 h; inhibition, % at 24.9 µM; actives 0.92% (n = 300,000); AID 602252, 2012;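 active = mean inhibition of at least 30% with at least half of replicates also reaching 30%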;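 also: 0% = DMSO neutral control and 100% = excess unlabeled competitor peptide PRC23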
SR-BI DiI inh: inhibitors of SR-BI mediated HDL lipid uptake, primary screen, ldlA[mSR-BI] cells, fluorescence, single point | Scavenger receptor class B member 1 (Mus musculus), Q61009 | AID 488896, 2010 | ldlA[mSR-BI] CHO cells, DiI-HDL uptake fluorescence, 3 h | inhibition, % at 12.5 µM | actives 0.96% (n = 320,000);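 active = mean replicate inhibition of at least 70% and a set share of replicates each scoring 70 or more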;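 also: 0% = median of neutral control wells and 100% = median of positive control wells; values of inactives mirror those of a sister screen read the other way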
Target sequence (Q61009 whole entry, looked up): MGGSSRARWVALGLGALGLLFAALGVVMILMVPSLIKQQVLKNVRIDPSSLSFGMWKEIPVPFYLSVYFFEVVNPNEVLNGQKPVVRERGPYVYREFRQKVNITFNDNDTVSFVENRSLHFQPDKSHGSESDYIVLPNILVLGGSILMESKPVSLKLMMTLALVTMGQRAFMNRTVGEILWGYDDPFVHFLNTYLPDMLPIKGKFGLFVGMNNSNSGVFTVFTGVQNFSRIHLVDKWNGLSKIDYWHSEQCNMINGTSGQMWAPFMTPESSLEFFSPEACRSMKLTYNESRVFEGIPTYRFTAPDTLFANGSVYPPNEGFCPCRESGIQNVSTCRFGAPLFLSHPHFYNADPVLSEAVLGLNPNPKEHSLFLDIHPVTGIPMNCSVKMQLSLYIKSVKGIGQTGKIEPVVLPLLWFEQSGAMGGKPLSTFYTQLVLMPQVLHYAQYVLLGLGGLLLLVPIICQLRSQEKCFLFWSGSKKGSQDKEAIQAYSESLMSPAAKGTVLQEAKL
Wnt act: Wnt/beta-catenin pathway activators, primary screen, cell-based, plate reader, single point; Wnt/beta-catenin reporter cell assay, activator; activation, % at 9.35 µM; actives 1.2% (n = 300,000); AID 743398, 2014; in the data active = activation above about 30%, passing the limit was not always enough;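 also: 0% = neutral control wells and 100% = positive control wells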
Ecoli viability: E. coli V3065 growth inhibition, primary screen, counter-screen for AddAB inhibitor project, absorbance, OD600; 18 h; actives 0.27% (n = 330,000); inhibition, % at 11.9 µM;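 active = inhibition above the campaign's mean inhibition across all tested compounds plus 3 SD, cut at about 9.9% in these data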;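 also: uninfected addAB+ strain grown without phage in ampicillin broth; 0% = DMSO wells and 100% = ciprofloxacin 0.95 µg/ml wells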
SR-BI uptake up: activators of SR-BI mediated DiI-HDL uptake, primary screen, ldlA[mSR-BI] CHO cells, DiI fluorescence; 3 h; 100 = double the neutral-control signal; AID 504775, 2011; activation, % at 12.5 µM; actives 0.096% (n = 320,000);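 active = mean replicate activation of at least 60% and every replicate at or above 60%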;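 also: 0% = median plate neutral-control signal and 100% = twice that signal; values of inactives mirror those of a sister screen read the other way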
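Test system: SR-BI-overexpressing, LDLR-lacking CHO cells; Medium: Ham's F12 with 0.5% BSA, HEPES 25 mM, pH 7.4; Schedule: 3 h, 37 °C; Technique: bottom-read fluorescence, 550/595 nm.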
AddAB inh: growth inhibition of E. coli expressing H. pylori AddAB, primary screen, AddAB inhibitor project, absorbance. inhibition, % at 11.9 µM. actives 0.29% (n = 330,000); in the data active = inhibition above about 12%;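 also: 0% = vehicle wells of infected cells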
phage Ecoli inh: growth loss of phage-infected E. coli, primary screen, RecBCD inhibitor project, absorbance, with phage, HTS | AID 651602, 2012 | inhibition, % at 11.9 µM | actives 0.26% (n = 360,000); in the data active = inhibition above about 11%
Tat transport: E. coli Tat export inhibitors, primary screen, MC4100, TorA-mCherry reporter, fluorescence, single point; actives 0.036% (n = 340,000); AID 488895, 2010; inhibition, % at 10 µM;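 active = mean replicate inhibition at least 50% and at least half of replicates individually reaching 50%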;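 also: exported cargo escapes ClpAP degradation while cytoplasmic cargo is degraded and loses fluorescence; 0% = median of neutral control wells and 100% = median of NaSCN control wells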
MITF TRPM1 HTS: activators of MITF-driven TRPM1 promoter reporter, primary screen, cell-based, SK-MEL-5, luciferase, single point; SK-MEL-5 TRPM1-promoter luciferase, 24 h; % of positive control, neutral wells = 0; activation, % at 12.5 µM; actives 0.75% (n = 300,000); AID 588334, 2011;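 active = mean activation of at least 80% with every replicate also reaching 80%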;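 also: 0% = neutral control wells and 100% = parthenolide positive control wells; values of inactives mirror those of a sister screen read the other way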
CAL PDZ FP-2: CAL PDZ peptide-binding inhibitors, primary screen, biochemical, fluorescence polarization, Cer-tagged CAL PDZ, HTS; Golgi-associated PDZ and coiled-coil motif-containing protein (Homo sapiens), Q9HD26; inhibition, % at 20 µM; AID 504414, 2011; purified CAL PDZ, TMR-peptide fluorescence polarization, 1 h; actives 0.02% (n = 330,000);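 active = highest replicate inhibition of at least 40%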;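 also: plate controls were DMSO neutral control wells for no effect and unlabeled competitor peptide control wells for full effect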
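Material – purified CerCALP PDZ construct · Detection – FP readout, S and P plane fluorescence · Measure – percent inhibition from loss of millipolarization · Controls – unlabelled peptide for full inhibition, DMSO wells as neutral · Probe or stimulus – TMR-labelled reporter peptide T*-PRC34 bound in PDZ groove · Times – 1 h at RT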
The depositor's hits bear a star; . = no result given.

mol,CAL PDZ FP-1,SR-BI DiI inh,Wnt act,Ecoli viability,SR-BI uptake up,AddAB inh,phage Ecoli inh,Tat transport,MITF TRPM1 HTS,CAL PDZ FP-2
COc1cc2cc(CCCOC(=O)c3ccc(Br)cc3)oc(=O)c2cc1OC,-2,36,-1,2.7,-36,1.8,-2.7,4,2,0.2
CC1C/C(=C/c2cccn2C)C(=O)/C(=C/c2cccn2C)C1 (stereo not drawn),1,32,25,-0.4,-32,-1.2,-2.0,9,-14,-0.7
O=C1CCC(C(=O)OCC(=O)Nc2ccc(Cl)cc2C(F)(F)F)=NN1,-5,-15,3,2.9,15,3.4,2.8,-14,-4,0.5
COc1cccc(N2CC(NC(=O)C(=O)c3c[nH]c4ccccc34)CC2=O)c1 (stereo not drawn),-6,7,1,-2.3,-7,0.6,4.6,-9,-21,-1.8
Cc1ccc(NC(=O)c2nc(C)n(-c3ccc([N+](=O)[O-])cc3)n2)cc1,-2,49,.,-0.7,-49,2.9,.,-6,3,0.0
COc1cccc(C2c3[nH]c4ccccc4c3C[C@H]3C(=O)N(C)CC(=O)N23)c1 (stereo partly drawn),-2,32,-1,-1.3,-32,0.2,0.9,-3,-9,-2.8
COc1ccccc1/C=C/C(=O)NCC(=O)N/N=C/c1cc(Br)ccc1OC,-2,98*,.,-1.7,-98,1.1,4.7,4,-14,-3.5
CN1CCN(CCOc2ccc(Cc3ccccc3)cc2)CC1,-2,-14,-5,1.7,14,2.3,-0.9,5,.,-0.5
CC(=O)c1cccc(-c2csc(N3CCC(C(N)=O)CC3)n2)c1,0,-16,4,2.4,16,4.4,0.6,0,5,0.5
CC(C)=CC1C(C(=O)Nc2ccc(Br)cn2)C1(C)C (stereo not drawn),4,23,.,0.8,-23,1.8,4.9,6,13,.
Cc1ccccc1NC(=O)N(O)C1(C#N)CCCCC1,-1,-6,-4,.,6,.,-0.4,-4,4,0.8
CCC(C)NC(=O)C(=O)NC1CCCC1 (stereo not drawn),-5,3,-10,.,-3,.,3.4,0,-6,-1.6
C#CCCCCCCCCC(=O)NCCCC,-3,-15,0,0.1,15,-0.5,2.1,-2,-2,-4.3
O=C(c1ccc2nc(-c3ccco3)c(-c3ccco3)nc2c1)N1CCN(c2ncccn2)CC1,-7,17,-4,-1.2,-17,0.0,-2.4,-1,.,-1.3
Cc1c(NS(=O)(=O)c2cc(C(=O)NCC3CCCO3)cc(Cl)c2Cl)c(=O)n(-c2ccccc2)n1C (stereo not drawn),-5,23,1,0.7,-23,-0.8,1.8,-8,-2,-2.0
Cc1ccc(C(=O)Nc2ccc(C(=O)N/N=C/c3c[nH]c4ccccc34)cc2)cc1,0,94*,7,1.9,-94,1.7,0.0,-8,1,-3.4
CCOc1ccc2[nH]c3c(NCCO)ncnc3c2c1,-5,-6,3,.,6,.,3.9,-15,15,-0.6
COc1ccc(NC(=O)c2ccc(S(=O)(=O)N3CC(C)CC(C)C3)cc2)cc1S(N)(=O)=O (stereo not drawn),-4,-9,-3,0.5,9,1.2,1.5,-2,-4,-0.3
Cc1ccccc1Cn1c2ccccc2c2cnn(CC(=O)NCc3ccccn3)c(=O)c21,-7,1,-1,-3.1,-1,-0.6,1.1,1,-19,-3.6
Cc1ccc(-c2cc(-c3ccc(Cl)cc3)c(C#N)c(N)n2)o1,.,5,.,-1.7,-5,-0.2,1.4,7,-6,-2.3
CCCCN1C(=O)CN(CCc2ccccc2)C(=O)C1c1ccc(OC)cc1 (stereo not drawn),.,17,.,-0.8,-17,1.9,2.7,13,-6,1.5
Cc1ccc(NC(=S)N2CCN(c3ncccn3)CC2)cc1C,4,2,.,0.0,-2,2.9,4.3,-2,4,-2.3
CCOC(=O)c1nn(-c2cccc(C)c2)c2nc(-c3ccccc3)c(C#N)c(=O)n12,-2,-19,0,0.3,19,5.9,1.2,7,-6,-0.1
COc1ccc(NC(=O)CSc2nc(-c3ccco3)nc3cc(=O)[nH]n23)cc1Cl,-2,0,19,1.9,0,2.9,0.5,2,-2,-3.5
Cc1ccc(NC(=O)Cn2nc(C(=O)O)c3ccccc3c2=O)cc1S(=O)(=O)N1CCCCC1,-3,29,-2,-3.4,-29,1.6,1.8,-10,10,-1.1
Cn1c(=O)c2cc(S(=O)(=O)Nc3ccc4c(c3)OCO4)ccc2n(C)c1=O,-4,-3,-4,1.6,3,1.4,2.2,6,-25,-3.6
N#CC1=C(N)Oc2cc(N)ccc2C1c1ccccc1Cl (stereo not drawn),-5,3,2,.,-3,.,2.3,4,.,-0.5
CC(NC(=O)c1cccc(S(=O)(=O)N2CCN(Cc3ccccc3)CC2)c1)c1ccc(Br)cc1 (stereo not drawn),.,3,-1,-2.5,-3,5.9,2.0,3,-4,0.4
NC(=O)Cn1cc(C(=O)c2cccs2)c2ccccc21,0,5,.,3.5,-5,1.6,2.9,4,2,-0.7
CNC(=O)C(=O)Nc1ccc(C)cc1C,4,-41,-2,-1.1,41,-2.7,3.2,-3,23,-0.5

(cont.)
Under each structure: CAL PDZ FP-1 | SR-BI DiI inh | Wnt act | Ecoli viability | SR-BI uptake up | AddAB inh | phage Ecoli inh | Tat transport | MITF TRPM1 HTS | CAL PDZ FP-2
Cc1[nH]c(=O)[nH]c(=O)c1S(=O)(=O)N1c2ccc(F)cc2CCC1C (stereo not drawn)
 : -4 | 2 | . | 0.6 | -2 | -1.3 | 1.8 | 6 | . | -2.9
Cn1c(=O)c2c(nc(N3CCOCC3)n2CC(=O)C23CC4CC(CC(C4)C2)C3)n(C)c1=O
 : 5 | -1 | . | -2.0 | 1 | 0.2 | 1.6 | 5 | . | -1.9
CCOC(=O)C1CCN(C(=O)c2ccc3c(c2)NC(=O)/C(=C\c2cccc(C)c2)S3)CC1
 : -6 | 8 | 2 | -1.1 | -8 | 1.0 | -1.3 | 20 | 2 | -3.3
O=C(NC12CC3CC(CC(C3)C1)C2)c1ccc(COc2ccc(Cl)cc2[N+](=O)[O-])o1
 : . | 33 | . | 1.9 | -33 | 4.2 | . | 8 | 8 | -0.7
CC(C)c1ccc(NC2CCCN(C(=O)c3cscn3)C2)cc1 (stereo not drawn)
 : 0 | -3 | 2 | . | 3 | . | 1.3 | 1 | 31 | -2.2
O=C(COC(=O)CCCNC(=O)c1ccc(Cl)cc1)Nc1cc(Cl)ccc1Cl
 : -16 | -45 | 0 | 1.8 | 45 | 0.0 | 5.3 | 14 | 2 | -2.2
CC(C)(C)c1nnc(NS(=O)(=O)c2cc(Cl)ccc2Cl)s1
 : -5 | -4 | 0 | 0.5 | 4 | 1.1 | 0.6 | 2 | . | -1.9
O=C(COc1ccc([N+](=O)[O-])cc1)Nc1ccc(CN2CCOCC2)cc1
 : -2 | 8 | -7 | -1.2 | -8 | -0.8 | 2.8 | 5 | -13 | -3.0
O=C1Nc2ccccc2N(O)N1c1ccc(Cl)c(Cl)c1
 : -5 | -15 | -4 | -2.6 | 15 | -1.9 | 5.2 | -5 | 0 | 0.5
COC(=O)c1c(C(=O)OC)c(C)n(Cc2cccnc2)c1C
 : 2 | -29 | . | -0.4 | 29 | 3.6 | 3.6 | -1 | -5 | -0.2
C(=N\N1CCOCC1)/c1cccs1
 : 0 | -5 | -3 | 2.1 | 5 | 0.5 | 3.8 | 2 | -4 | -0.1
Cn1c(=O)c2ccccc2n(CC(=O)N2CCCc3ccccc32)c1=O
 : . | . | -2 | 0.8 | . | 5.0 | -0.1 | 12 | -6 | -1.7
O=C(CSc1nnc(COc2ccccc2)n1Cc1ccco1)c1ccc(F)cc1
 : -3 | -5 | -6 | -0.6 | 5 | 0.0 | 2.3 | 2 | 0 | -3.9
COc1cc(NC(=O)c2sc(C)nc2C)c(OC)cc1NC(=O)c1ccccc1
 : -2 | 50 | 1 | -4.5 | -50 | -2.5 | 0.3 | 1 | -9 | -0.6
Cc1[nH]c(=O)[nH]c(=O)c1NS(=O)(=O)c1ccccc1
 : -1 | -15 | -3 | 2.1 | 15 | 2.6 | 1.6 | 2 | 6 | -1.9
COc1cc(/C=N/NC(=O)c2ccc(COc3cc(C)ccc3C(C)C)cc2)cc(OC)c1O
 : -4 | 54 | 6 | -0.1 | -54 | 1.4 | -0.1 | -2 | -16 | -2.6
CC(C)CC(=O)Nc1ccnc(-c2ccncc2)n1
 : -1 | -8 | -3 | -2.3 | 8 | -2.3 | 5.2 | -7 | 7 | -2.9

Quoted from the entries so far, two compounds:
Under each structure: CAL PDZ FP-1 | SR-BI DiI inh | Wnt act | Ecoli viability | SR-BI uptake up | AddAB inh | phage Ecoli inh | Tat transport | MITF TRPM1 HTS | CAL PDZ FP-2
C(=N\N1CCOCC1)/c1cccs1
 : 0 | -5 | -3 | 2.1 | 5 | 0.5 | 3.8 | 2 | -4 | -0.1
Cn1c(=O)c2ccccc2n(CC(=O)N2CCCc3ccccc32)c1=O
 : . | . | -2 | 0.8 | . | 5.0 | -0.1 | 12 | -6 | -1.7
